High-throughput results as filed in PubChem BioAssay.
STAT1 activator = increases IFN-gamma driven STAT1 reporter signal. NIH 3T3 STAT1-luciferase reporter, luminescence; 100% = IFN-gamma alone, no compound. activation (% of control), % at 5.5 µM. hit rate 2.6% among 200,000;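 active means activation above the screen-wide mean activation plus 3 SD, cut at about 130% in these data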;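 further: raw ratio to IFN-gamma control signal so 100% means no change and 0% no light; values of inactives mirror those of a sister screen read the other way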
G6PDH counter = inhibits Leuconostoc G6PDH, flagging false hits in G6PDH-based assays; Purified L. mesenteroides G6PDH, diaphorase/resazurin coupled fluorescence, 45 min; inhibition, % at 5 µM; hit rate 0.12% among 200,000; in the data active means inhibition above about 50%
APP 5UTR inh = APP translation inhibition | SH-SY5Y APP 5'UTR-luciferase reporter, luminescence | inhibition, % at 2 µM | hit rate 0.82% among 190,000;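 active means inhibition above a set limit, derived from the sample mean plus 3 SD, cut at about 45% in these data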; further: values of inactives mirror those of a sister screen read the other way
STAT3 activator = increases IL-6 driven STAT3 reporter signal; U3A cells, IL-6 STAT3-luciferase reporter, luminescence; 100% = signal with IL-6 EC80 alone; activation (% of control), % at 5.6 µM; hit rate 0.91% among 190,000; AID 871;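 active means activation above the screen-wide mean of compound activation plus 3 SD, cut at about 130% in these data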;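 further: 0% = background luminescence of wells with medium and substrate only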
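Material: human U3A cells carrying STAT3-luciferase construct. Measured by: reporter luminescence signal. Timing: compound 1 h, then IL-6 6 h at 37 °C.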
TLR4 MyD88 comp = inhibitors of human TLR4-MyD88 binding | O00206+Q99836 | HeLa CL3-4 TLR4/MyD88 BLA complementation, FRET ratio | inhibition, % at 8.4 µM | hit rate 0.18% among 200,000 | AID 861; in the data active means inhibition above about 25%;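 further: 0% = vehicle and 100% = reference inhibitor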
Target sequence (O00206 whole entry, looked up): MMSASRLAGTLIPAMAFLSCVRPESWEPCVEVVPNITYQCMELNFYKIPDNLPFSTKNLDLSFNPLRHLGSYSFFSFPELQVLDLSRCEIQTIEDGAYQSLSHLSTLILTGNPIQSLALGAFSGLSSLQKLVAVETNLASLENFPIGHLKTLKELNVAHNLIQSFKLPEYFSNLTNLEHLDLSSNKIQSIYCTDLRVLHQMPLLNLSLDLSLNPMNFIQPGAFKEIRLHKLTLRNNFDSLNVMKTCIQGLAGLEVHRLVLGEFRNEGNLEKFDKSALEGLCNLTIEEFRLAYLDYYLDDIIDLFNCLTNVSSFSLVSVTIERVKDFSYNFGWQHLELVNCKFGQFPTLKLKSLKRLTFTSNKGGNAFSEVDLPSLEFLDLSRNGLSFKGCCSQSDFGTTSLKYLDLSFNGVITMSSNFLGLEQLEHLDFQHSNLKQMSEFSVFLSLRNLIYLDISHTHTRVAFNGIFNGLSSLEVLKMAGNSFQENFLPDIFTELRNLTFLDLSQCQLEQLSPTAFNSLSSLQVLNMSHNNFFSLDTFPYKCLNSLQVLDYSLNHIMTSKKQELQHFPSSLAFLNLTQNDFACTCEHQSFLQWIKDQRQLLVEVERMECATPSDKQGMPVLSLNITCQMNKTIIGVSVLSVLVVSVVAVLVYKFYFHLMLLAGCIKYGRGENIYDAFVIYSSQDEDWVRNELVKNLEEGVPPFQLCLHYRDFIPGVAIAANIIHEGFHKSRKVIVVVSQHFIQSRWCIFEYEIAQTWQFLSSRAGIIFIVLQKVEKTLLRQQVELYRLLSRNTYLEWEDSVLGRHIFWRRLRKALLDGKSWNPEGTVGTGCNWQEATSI
Target sequence (Q99836 whole entry, looked up): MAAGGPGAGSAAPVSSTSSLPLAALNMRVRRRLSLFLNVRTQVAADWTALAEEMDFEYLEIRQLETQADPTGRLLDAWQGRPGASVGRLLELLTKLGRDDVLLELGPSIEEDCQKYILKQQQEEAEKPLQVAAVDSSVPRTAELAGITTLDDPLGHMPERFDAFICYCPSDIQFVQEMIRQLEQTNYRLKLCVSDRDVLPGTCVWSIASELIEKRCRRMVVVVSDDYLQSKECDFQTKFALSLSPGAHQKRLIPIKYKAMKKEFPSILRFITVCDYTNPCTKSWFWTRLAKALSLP
Diaph act CS = counter-screen for diaphorase-based assays: diaphorase activators and chemical reducers; Diaphorase/resazurin coupled assay, resorufin fluorescence, 16 min; active compounds read high; 1 = vehicle wells, 0 = NADH-free wells; activation factor at 20 µM; hit rate 0.005% among 190,000; AID 1229;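 active means diaphorase activity raised at least twofold by the compound at 20 µM; inactive means activation factor below 2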
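Material: purified diaphorase enzyme from Clostridium kluyveri; Also added: 0.114 mM NADH and 0.1 mM resazurin, final amounts; Doses: single compound dose of 20 µM, 1% DMSO final; Times: 16 min enzyme reaction, ambient temperature; Detection: resorufin fluorescence, excitation 544 nm, emission 590 nm; Measure: increased resorufin signal from activators or reducing compounds.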
Diaphorase inh = diaphorase inhibition or chemical oxidation counter-screen. diaphorase resazurin-to-resorufin fluorescence, NADH, 16 min; bacterial (C. kluyveri) enzyme, not human. inhibition, % at 20 µM. hit rate 0.69% among 190,000;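 active means primary screen inhibition at 20 µM above a set limit, cut at about 50% in these data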;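 further: plate controls were DMSO with full reaction for no effect and wells lacking NADH for full effect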
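System: Diaphorase enzyme from Clostridium kluyveri | Amount: Enzyme working solution with 0.14 U/mL diaphorase | Benchmarks: No-NADH positive control and DMSO neutral control | Signal: Fluorescence of resorufin formed from resazurin, Ex 544/Em 590 nm | Schedule: 16-min room-temperature incubation before reading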
STAT3 inh = STAT3 signaling inhibition; hit rate 0.89% among 190,000; U3A cells, IL-6 STAT3-luciferase reporter, luminescence; host cell line lacks STAT1; inhibition, % at 5.5 µM; AID 862;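 active means inhibition above the mean inhibition across all screened compounds plus 3 SD, cut at about 44% in these data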;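 further: 0% = DMSO only wells and 100% = 100 µM nifuroxazide control wells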
STAT1 inh = inhibitors of IFN-gamma induced STAT1 signaling | NIH 3T3 STAT1-luciferase reporter, luminescence | inhibition, % at 5.5 µM | hit rate 0.35% among 200,000;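 active means inhibition above a set limit, the mean inhibition across all tested compounds plus 3 SD, cut at about 34% in these data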;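 further: 0% = IFN-gamma with DMSO and 100% = IFN-gamma with 300 µM nifuroxazide; values of inactives mirror those of a sister screen read the other way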
Hsp70 activator = switches on Hsp70 transcription | HeLa Hsp70 promoter luciferase reporter, luminescence; scaled: vehicle 0, proteasome-inhibitor control 100% | activation, % at 10 µM | hit rate 0.04% among 200,000 | AID 1203;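 active means activation above the mean across all tested compounds plus 3 SD, cutoff set per campaign, cut at about 5.5% in these data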;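 further: 100% = MG132 at 30 µM as the positive control and 0% = DMSO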
* hit, by the source's call; . = not tested or not shown.

SMILES | STAT1 activator | G6PDH counter | APP 5UTR inh | STAT3 activator | TLR4 MyD88 comp | Diaph act CS | Diaphorase inh | STAT3 inh | STAT1 inh | Hsp70 activator
O=C(NCC1CCCO1)C1CCN(S(=O)(=O)c2cccnc2)CC1 (centres undefined) | 103 | 3 | -12 | 100 | 7 | 0.9 | 13 | 7 | -3 | -0.2
CCOC(=O)CCSc1nnc(-c2cccnc2)n1-c1ccccc1OC | 95 | 9 | 2 | 98 | -4 | 1 | 4 | 9 | 6 | -0.2
O=[N+]([O-])c1ccc(-n2nnnc2CN2CCCCC2)cc1 | 98 | 2 | -4 | 103 | -6 | . | . | -1 | 1 | 0.0
CCCCN(CC)CCCNC(=S)Nc1ccc2nc3n(c(=O)c2c1)CCCCC3 | 100 | -6 | 11 | 97 | 12 | 0.9 | 13 | 2 | 0 | -0.2
Cc1cc(C)c(OCCN2CC(C)OC(C)C2)c(Br)c1 (centres undefined) | 97 | 2 | -3 | 112 | 5 | 0.7 | 26 | -7 | 1 | -0.2
CC1(C)CC(=O)C(C(C2=C(O)CC(C)(C)CC2=O)c2ccc(Br)s2)C(=O)C1 (centres undefined) | 99 | -5 | . | 104 | 17 | 0.9 | 10 | -5 | 1 | -0.3
O=C(CCNc1ccc(F)cc1)c1cc2ccccc2o1 | 99 | 0 | -46 | 92 | -7 | 0.9 | 6 | 17 | 1 | -0.4
O=C(c1cccc2ccccc12)n1nnc2ccccc21 | 97 | . | -2 | 101 | -2 | . | . | 0 | 3 | -0.2
COc1ccc(CNC(=O)c2ccc(C(C)C)cc2)cc1 | 151* | 8 | -132 | 107 | -7 | 0.9 | 7 | -1 | -58 | 0.0
Cc1cc(Nc2ccccc2)c2c([N+](=O)[O-])ccc(C)c2n1 | 93 | 0 | 26 | 96 | 5 | 0.8 | 18 | 8 | 7 | -0.2
Nc1ncnc2c1ncn2C1CCC(CO)C(O)C1 (centres undefined) | 98 | -7 | 12 | 99 | -8 | 0.9 | 14 | 4 | 2 | -0.3
O=C(N1CCN(c2cccc(Cl)c2)CC1)C1(S(=O)(=O)c2ccc(Cl)cc2)CC1 | 103 | 6 | 10 | 99 | -3 | 1 | 0 | 2 | -3 | -0.3
COc1ccc(NC(=S)N2c3ccccc3CC2C)cc1OC (centres undefined) | 100 | 25 | -5 | 105 | -1 | 1 | 3 | -1 | -4 | 0.0
O=C(N/N=C/c1ccc(OCC2COCCO2)cc1)c1ccc(Br)cc1 (centres undefined) | 91 | 1 | -6 | 100 | -12 | 1.1 | -9 | 2 | 9 | 0.4
CCOC(=O)c1c(NC(=O)COC(=O)c2ccc(O)cc2)sc(C(=O)N(C)C)c1C | 107 | 1 | -19 | 100 | -1 | 0.8 | 16 | 0 | -7 | -0.2
Cc1ccc(-n2c(CSc3nc(C)cc(C)n3)nnc2SCC(=O)NCc2ccco2)cc1 | 99 | 9 | 15 | 101 | 3 | 1.1 | -9 | 8 | 1 | -0.5
COc1ccc(Cl)cc1NC(=O)NC1CCCCC1 | 105 | 2 | 9 | 87 | -1 | 0.9 | 10 | 21 | -6 | -0.3
CS(=O)(=O)N1CCN(c2ccc([N+](=O)[O-])c(N3CCOCC3)c2)CC1 | 105 | -2 | -2 | 100 | 9 | 0.8 | 21 | 7 | -5 | -0.1
Cc1ccc(C(=O)Nc2ncnc3sc4c(c23)CCCCC4)cc1 | 100 | 6 | 5 | 75 | -1 | 1 | -2 | 28 | 0 | -0.3
COc1ccccc1N(CC(=O)NCc1ccccc1)C(=O)CCC(=O)Nc1ccccn1 | 94 | 2 | 4 | 92 | 1 | 0.9 | 8 | 13 | 7 | 0.0
Cc1ccc(NC(=O)c2ccc([N+](=O)[O-])o2)cc1C | 148* | 0 | 44 | 76 | 4 | 1 | 4 | 32 | -56 | 0.3
CCc1nc2sc3ccccc3c(=O)c2c(=O)n1Cc1ccco1 | 104 | 3 | -26 | 101 | 3 | 0.9 | 13 | 3 | -6 | -0.4
O=c1c(Cl)c(Cl)cnn1-c1ccccc1 | 101 | 8 | 96* | 90 | 24 | 1 | 4 | 15 | -1 | 1.9
CC(=O)OCc1c(C(F)(F)F)nn(C)c1Oc1cccc(C(F)(F)F)c1 | 94 | -2 | -8 | 90 | -3 | 0.9 | 14 | 18 | 7 | 0.2

Another view of some results above.
SMILES	STAT1 activator	G6PDH counter	APP 5UTR inh	STAT3 activator	TLR4 MyD88 comp	Diaph act CS	Diaphorase inh	STAT3 inh	STAT1 inh	Hsp70 activator
Cc1cc(C)c(OCCN2CC(C)OC(C)C2)c(Br)c1 (centres undefined)	97	2	-3	112	5	0.7	26	-7	1	-0.2
CC1(C)CC(=O)C(C(C2=C(O)CC(C)(C)CC2=O)c2ccc(Br)s2)C(=O)C1 (centres undefined)	99	-5	.	104	17	0.9	10	-5	1	-0.3
O=C(CCNc1ccc(F)cc1)c1cc2ccccc2o1	99	0	-46	92	-7	0.9	6	17	1	-0.4
O=C(c1cccc2ccccc12)n1nnc2ccccc21	97	.	-2	101	-2	.	.	0	3	-0.2

(further entries)
SMILES | STAT1 activator | G6PDH counter | APP 5UTR inh | STAT3 activator | TLR4 MyD88 comp | Diaph act CS | Diaphorase inh | STAT3 inh | STAT1 inh | Hsp70 activator
CCCN(CCC)S(=O)(=O)c1ccc(C(=O)Nc2nnc(CSC)o2)cc1 | 91 | 9 | -6 | 101 | -12 | 0.9 | 9 | 6 | 10 | -0.5
Cn1c(=O)c2c(nc(CN3CCOCC3)n2CC(=O)c2ccccc2)n(C)c1=O | 99 | . | -24 | 108 | 9 | . | . | -7 | -2 | 0.0
C=CCNC(=O)C(=O)c1cccn1-c1ccsc1C(=O)OC | 97 | 9 | -25 | 102 | -3 | 0.9 | 7 | 4 | 4 | 0.1
Cc1cccn2c(CNCC3(c4ccccc4)CCCC3)c(C(=O)N3CCOCC3)nc12 | 100 | 11 | 6 | 109 | 12 | 1 | 4 | -8 | -1 | -0.1
COc1ccc(/C=N/NC(=O)c2cccc(NC(=O)c3ccccc3)c2)c(C(=O)O)c1OC | 108 | 4 | -25 | 110 | -2 | 0.9 | 7 | -14 | -9 | -0.3
CCNC(=O)CN(c1ccc(Cl)cc1)S(=O)(=O)c1ccccc1 | 109 | -1 | -3 | 98 | -14 | 0.9 | 14 | 10 | -10 | -0.5
O=C1NCN(c2ccccc2)C12CCN(CCCC(c1ccc(F)cc1)c1ccc(F)cc1)CC2 | 94 | -4 | 22 | 93 | 4 | 1.1 | -9 | 11 | 5 | -0.1
CCc1cc(/C(Cc2cscn2)=N\O)c(O)cc1O | 92 | 8 | . | 87 | -3 | 1 | 2 | 14 | 9 | -0.4
CCS(=O)(=O)N1Cc2ccccc2CC1C(=O)Nc1nnc(SCc2ccc(C#N)cc2)s1 (centres undefined) | 104 | -10 | 5 | 101 | -2 | 0.8 | 20 | -3 | -5 | -0.5
Cc1oc(-c2cccc(Cl)c2)nc1CN1CCC(C(=O)NCc2ccco2)CC1 | 102 | -1 | -2 | 102 | -4 | 0.9 | 6 | 8 | -2 | -0.3
COc1ccc(-c2cnc(SCC(=O)Nc3cc(C)on3)n2Cc2ccco2)cc1 | 93 | -4 | -4 | 93 | -7 | 0.8 | 17 | 11 | 8 | -0.3
CCOc1ccc(OCCN2CCCCC2)cc1 | 104 | -1 | 1 | 105 | 3 | 0.9 | 11 | 3 | -4 | 0.6
Cn1cccc1Cc1nnc(SCC(=O)Nc2cccc(F)c2)n1CCc1ccccc1 | 103 | -8 | 13 | 111 | -13 | 0.8 | 20 | -13 | -2 | -0.2
CCCn1c(SCC(=O)N2CCN(c3ccccc3)CC2)nc2ccccc2c1=O | 95 | -40 | -3 | 100 | -10 | 0.9 | 14 | 4 | 6 | 0.0
Nn1c(SCC(=O)NC2CCCc3ccccc32)nnc1-c1ccc(Cl)cc1Cl (centres undefined) | 97 | 8 | 9 | 100 | -1 | 0.8 | 24 | -6 | 3 | -0.2
COCCOC(=O)c1c(NC(=O)CSc2cccc[n+]2[O-])sc(C(N)=O)c1C | 98 | 2 | 6 | 96 | -4 | 0.9 | 12 | 10 | 0 | -0.4
O=C(Oc1coc(CSc2nnc(NC(=O)c3cccs3)s2)cc1=O)c1ccccc1 | 104 | -16 | -11 | 97 | 1 | 1 | 3 | 8 | -5 | -0.4
COc1cccc(/C=N/Nc2ncc(C(F)(F)F)cc2Cl)c1O | 102 | -9 | 80* | 96 | -24 | 1 | 0 | 2 | -2 | -0.2
COCCN1C(=O)c2oc3ccccc3c(=O)c2C1c1cccc(O)c1 (centres undefined) | 97 | -4 | -11 | 100 | 8 | 0.7 | 26 | 5 | 3 | -0.3
COCCN1CC(O)=C(c2nc3ccccc3c(=O)[nH]2)C1=N | 97 | 4 | -14 | 86 | -1 | 0.8 | 25 | 20 | 3 | -0.5
COCCOC(=O)c1[nH]c2c(c1C)C(=O)CC(c1cc(OC)ccc1OC)C2 (centres undefined) | 100 | -25 | -12 | 95 | -4 | 0.9 | 14 | 6 | 1 | -0.2
O=C(NNC(=S)NCc1ccccc1)c1ccc(OC(F)F)cc1 | 91 | -6 | 6 | 101 | 6 | 1 | 3 | 1 | 11 | -0.3
Cn1nnnc1SCC(=O)NC(C)(C)C | 100 | 2 | 8 | 105 | 6 | 0.9 | 15 | -1 | 0 | -0.2
Cc1cc(C(=O)NC2=NCCS2)c2ccccc2n1 | 92 | -1 | 2 | 101 | 0 | 0.9 | 11 | 3 | 8 | -0.2
O=C(Nc1cccc(C(=O)O)c1)/C(=C\c1ccc2c(c1)OCO2)NC(=O)c1ccccc1 | 105 | 8 | -10 | 104 | 9 | 1 | 3 | -2 | -7 | -0.2
COc1ccc(N2CCN(Cc3nnc(-c4ccccc4)o3)CC2)cc1 | 104 | -7 | -10 | 108 | 1 | 0.9 | 13 | -6 | -4 | -0.3
C=CCN(CC=C)S(=O)(=O)c1ccc2nc(NC(=O)C(C)C)sc2c1 | 105 | -2 | 44 | 93 | 4 | 0.7 | 28 | 13 | -5 | 0.1
O=C(CCS(=O)(=O)c1cccc2nonc12)NCc1ccc(Cl)cc1 | 106 | 6 | -1 | 99 | 4 | 1 | 4 | 9 | -8 | -0.1
Cc1ccc(C2=[N+]([O-])C3(CCCCC/C3=N\O)N(O)C2(C)C)o1 (centres undefined) | 103 | 23 | -8 | 94 | 1 | 0.9 | 6 | 13 | -4 | 0.2
O=C(COc1ccc(Br)cc1Br)NC(=S)Nc1cccc(CO)c1 | 119 | -1 | -96 | 80 | -9 | 0.9 | 10 | 25 | -21 | -0.3
CC(C)C(=O)Nc1cccc(NC(=O)c2ccc([N+](=O)[O-])cc2Cl)c1 | 112 | 29 | -2 | 106 | 4 | 0.9 | 14 | -12 | -13 | -0.3
